D2 agonist = agonists of human D2 dopamine receptor; HEK293 T-REx D2 cells, calcium flux agonist mode; activation, % at 2 µM; 0.53% of 340,000 active; AID 485358;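 active means activation over 3 SD above normal in the single-dose calcium agonist read, cut at about 30% in these data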; further: 0% is about no effect
Target sequence (P14416 whole entry, looked up): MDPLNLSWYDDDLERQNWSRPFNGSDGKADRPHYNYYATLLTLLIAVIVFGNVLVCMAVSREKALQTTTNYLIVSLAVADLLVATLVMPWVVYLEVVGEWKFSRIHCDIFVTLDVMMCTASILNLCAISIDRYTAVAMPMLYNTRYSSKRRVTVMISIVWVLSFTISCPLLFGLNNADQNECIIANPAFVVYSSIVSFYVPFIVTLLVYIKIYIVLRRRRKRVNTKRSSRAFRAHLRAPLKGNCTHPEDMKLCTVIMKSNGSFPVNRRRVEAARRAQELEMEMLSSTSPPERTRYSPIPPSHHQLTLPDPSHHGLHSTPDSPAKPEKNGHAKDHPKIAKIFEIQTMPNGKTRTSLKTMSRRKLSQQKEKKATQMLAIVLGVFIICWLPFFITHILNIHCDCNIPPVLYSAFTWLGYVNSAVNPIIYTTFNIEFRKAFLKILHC
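Tetracycline-induced HEK293 Trex cells with D2 receptor force-coupled to calcium signaling, plated overnight at 30 C and loaded with no-wash calcium dye. Calcium flux read kinetically for 180 s after compound addition; responses flag agonists.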
TRHR agonist = activates the human TRH receptor; P34981; TRHR cells, calcium flux fluo-8, FDSS agonist mode; activation, % at 2 µM; 0.18% of 360,000 active; AID 493084; further: 0% is about no effect
Target sequence (P34981 whole entry, looked up): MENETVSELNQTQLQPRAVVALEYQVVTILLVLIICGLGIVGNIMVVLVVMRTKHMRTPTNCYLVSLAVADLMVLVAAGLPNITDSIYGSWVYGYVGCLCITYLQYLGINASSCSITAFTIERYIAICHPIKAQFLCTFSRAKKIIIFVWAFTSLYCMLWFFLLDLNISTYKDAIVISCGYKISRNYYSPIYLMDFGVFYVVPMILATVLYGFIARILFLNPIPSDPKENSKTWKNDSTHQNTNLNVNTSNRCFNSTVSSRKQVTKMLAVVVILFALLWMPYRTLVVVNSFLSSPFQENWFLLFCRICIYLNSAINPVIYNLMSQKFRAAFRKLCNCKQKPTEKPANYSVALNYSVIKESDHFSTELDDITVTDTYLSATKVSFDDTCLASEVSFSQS
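TRHR-expressing cells loaded with fluo-8 calcium dye; 23 nL library compound pin-transferred, kinetic FDSS fluorescence (Ex 480/Em 530) recorded about 180 s for agonist-induced calcium release, before a 10 nM TRH EC20 addition for potentiator mode.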
TRHR enhancer = allosterically enhances the human TRH receptor. P34981. TRHR cells, fluo-8 calcium fluorescence, EC20 TRH enhancement. enhancement, % at 2 µM. 0.66% of 360,000 active; in the data active means enhancement above about 30%; further: 0% is about no effect
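Enhancer read-out: after compound pinning and an initial kinetic agonist-mode read, an EC20 of TRH (10 nM final) was injected and fluo-8 calcium signal (Ex 480/Em 530) followed at 1 s/cycle for 100 cycles in TRHR-expressing cells.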
D1 ag = agonists of human D1 dopamine receptor; activation, % at 2 µM; HEK293 T-REx D1 cells, calcium flux, agonist mode; 1% of 360,000 active; AID 504660; further: 0% is about no effect
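Inducible HEK293 T-REx D1 cells, force-coupled to calcium signalling, were plated at 4000 cells/well with tetracycline and held overnight at 30 C. After no-wash calcium dye loading, compound-evoked calcium rise over 180 s flagged agonists.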
D2 antagonist = D2 dopamine receptor (human) antagonism; HEK293 TREx D2 cells, calcium flux, dopamine EC80; 2% of 340,000 active; AID 485344; inhibition, % at 10 µM; P14416; in the data active means inhibition above about 30%; further: 0% is about no effect
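Read-out: kinetic calcium fluorescence (1 cycle/s) in inducible HEK293 T-REx D2 cells after an EC80 dopamine addition that followed 180 s compound preincubation. Loss of the dopamine response indicates antagonism.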
D2 potentiator = D2 dopamine receptor (human) potentiation; potentiation, % at 10 µM; AID 485347; HEK293 T-REx D2, calcium flux, EC20 dopamine potentiation; 0.34% of 340,000 active;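 active means potentiation over 3 SD above the plate norm, cut at about 30% in these data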; further: 0% is about no effect
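Potentiation of an EC20 dopamine calcium response measured kinetically over 180 s, after a preceding 180 s compound-only read flagging agonists. Cells: inducible Hek293 Trex D2 line, 4000/well, cultured overnight at 30 C before dye loading.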
RXFP1 antagonist = antagonists of human relaxin receptor RXFP1. HEK293-RXFP1, relaxin-stimulated cAMP HTRF, 30 min; hits give low values. Q9HBX9. AID 1259400. 0.59% of 350,000 active. activity change, negative = inhibition, % at 57.5 µM;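 active means activity change of -60% or lower, but not beyond a set lower limit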; further: on the % scale 0 is the no-effect control and ±100 the full control effect
D1 antag = antagonists of human D1 dopamine receptor; P21728; HEK293 TREx D1 cells, calcium flux, dopamine EC80; hits give low values; activity change, negative = inhibition, % at 10 µM; 3.2% of 360,000 active; AID 504652; in the data active means activity change below about -30%; further: on the % scale 0 is the no-effect control and ±100 the full control effect
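Cells carrying a force-coupled, tetracycline-inducible human D1 receptor report calcium flux. Each well gets a 10 s baseline, compound with 180 s monitoring, then an EC80 dopamine stimulus with a second 180 s kinetic read.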
D1 PAM = potentiators of human D1 dopamine receptor; P21728; HEK293 TREx D1 cells, calcium flux, dopamine EC20 potentiation; potentiation, % at 10 µM; 0.036% of 360,000 active; AID 504651; in the data active means potentiation above about 30%; further: 0% is about no effect
Active calls of the source: *; nt = no result given. Unless noted, no stated cut-off is given here; in the data, active means activation above about 30%; inactive means the rest.

SMILES	D2 agonist	TRHR agonist	TRHR enhancer	D1 ag	D2 antagonist	D2 potentiator	RXFP1 antagonist	D1 antag	D1 PAM
CCCCOc1ccc(C(=O)Nc2ccc(-c3cc4ccccc4oc3=O)cc2)cc1	nt	-1.4	-8.0	0.9	nt	-5.0	12.4	-11.9	0.6
CC1=C(CCN2CCN(C3CCCC3)C(CCO)C2)C(C)(C)CCC1 (configuration not stated)	-0.6	4.4	-18.2	11.1	-20.1	-29.4	-9.9	-1.1	-3.2
CN(C)S(=O)(=O)c1cccc(C(=O)OCC(=O)NC2CCCc3ccccc32)c1 (configuration not stated)	-0.8	0.2	-7.0	2.3	11.1	1.4	1.0	6.1	-3.5
CC1(C)Cc2c(sc(NC(=O)COc3ccc(Cl)cc3)c2C(N)=O)C(C)(C)N1	0.1	1.8	2.2	13.7	-4.9	-2.0	2.9	-1.1	-2.4
CCOc1ccc(Nc2nc3c(S(=O)(=O)c4ccc(C(C)C)cc4)nnn3c3ccsc23)cc1	-0.9	0.2	12.8	0.4	nt	-5.1	-12.3	-5.0	-3.1
C#CCOCCOCCOCCNc1nc(N2CCN(C(=O)[C@H](CCC(=O)O)n3cc(C(N)Cc4ccc(O)cc4)nn3)CC2)nc(N2CCN(C(=O)[C@H](Cc3ccc(O)cc3)n3cc(C(N)CC(C)C)nn3)CC2)n1 (some centres not stated)	-1.0	-1.3	2.0	4.1	12.1	0.5	nt	-9.8	0.8
C=CCOc1ccccc1C1NC(=O)NC(C)=C1C(=O)NCc1ccccc1 (configuration not stated)	-0.7	0.1	6.6	2.0	-22.0	4.3	18.0	7.2	0.8
CCS(=O)(=O)N1CCC(NC(=O)C(Cc2cc(OC)ccc2OC)NC(C)=O)CC1 (configuration not stated)	0.2	0.4	-2.1	7.6	3.3	-2.3	7.2	-19.9	-2.9
CCCn1c(=O)c2ccccc2n2c(SCCOc3ccc(C)cc3)nnc12	-0.7	-0.4	-13.1	2.3	-4.4	10.8	-20.6	-0.1	3.5
Oc1c(C(c2ccccc2)N2CCN(c3cccc(Cl)c3)CC2)sc2nc(-c3ccco3)nn12 (configuration not stated)	-4.1	-0.6	18.9	-0.8	nt	3.9	-20.6	nt	3.5
O=C(c1cc(COc2c(F)cccc2F)on1)N1CCCCCC1	nt	-2.5	-1.0	8.4	nt	nt	-7.6	-2.2	4.0
COc1cccc(CNC(=O)CCNS(=O)(=O)c2ccc(Br)s2)c1	nt	-0.8	-6.8	5.3	nt	nt	-10.5	-13.2	-4.6
COc1ccc(-c2cc3c(=O)n(CC(=O)NCc4cccnc4)nc(C)n3n2)cc1	0.0	-0.6	-3.2	3.7	-13.7	21.0	13.6	-0.2	0.4
CSCCC1NC(=O)N(CC(=O)Nc2ccc(-c3ccccc3)cc2)C1=O (configuration not stated)	0.3	0.8	2.4	5.7	14.8	-0.8	-5.2	12.0	-5.5
Cc1ccc(-c2cc(C(F)(F)F)n3ncc(C(=O)NCc4ccco4)c3n2)cc1	0.5	-0.2	11.9	2.2	6.5	11.3	1.4	-3.1	-3.7
Cc1ccccc1NS(=O)(=O)c1ccc(NC(=O)c2ccco2)cc1	-2.1	-0.1	4.1	27.2	0.1	5.1	6.1	-5.0	3.6
COc1ccc(NC(=O)Nc2ccc(F)c(F)c2)c(OC)c1	0.5	-0.1	10.0	-0.9	26.6	-17.1	16.4	-24.0	1.6
Cc1cc(=O)oc2c(C)c(OC(C)C(=O)NCC3CCC(C(=O)O)CC3)ccc12 (configuration not stated)	0.3	-0.2	-1.0	-0.1	-8.7	10.6	nt	-4.3	-3.5
O=C(Nc1ccnn1C1CCN(Cc2ccccc2OCCO)CC1)c1cccc(F)c1	0.7	-0.6	-3.7	2.7	40.5*	-13.0	-9.0	6.3	-1.8
COCCN(CCOC)S(=O)(=O)c1ccc(C(=O)Nc2nc3c(s2)CCc2ccccc2-3)cc1	0.6	-0.6	14.4	1.2	-13.1	22.7	-23.6	8.1	7.2
O=C(NC1CCCC1)C1CCCN(S(=O)(=O)c2ccc(-n3cnnn3)cc2)C1 (configuration not stated)	-0.1	0.2	0.8	2.7	-4.1	12.2	0.8	-5.9	-1.8
CCCCNC(=O)c1[nH]c(C)c(C(C)=O)c1C	0.2	0.2	9.2	0.8	1.6	13.2	8.5	10.0	-3.8
Cc1cc(C(=O)NNC(=O)c2cccs2)nn1C(C)(C)C	0.2	0.8	-3.7	3.2	-0.4	-3.0	1.0	-6.9	-1.6
COc1cc(NC(=O)COC(=O)c2ccccc2F)cc(OC)c1	-0.2	-0.2	9.7	0.2	15.7	-12.1	12.8	-14.7	1.1
O=Cc1c(NCc2ccccc2Cl)c2ccccc2[nH]c1=O	1.6	-0.5	-1.6	3.4	12.3	-2.1	-3.3	-33.1*	-1.2

The final 4 records of the section above come first, to join the parts.
SMILES	D2 agonist	TRHR agonist	TRHR enhancer	D1 ag	D2 antagonist	D2 potentiator	RXFP1 antagonist	D1 antag	D1 PAM
CCCCNC(=O)c1[nH]c(C)c(C(C)=O)c1C	0.2	0.2	9.2	0.8	1.6	13.2	8.5	10.0	-3.8
Cc1cc(C(=O)NNC(=O)c2cccs2)nn1C(C)(C)C	0.2	0.8	-3.7	3.2	-0.4	-3.0	1.0	-6.9	-1.6
COc1cc(NC(=O)COC(=O)c2ccccc2F)cc(OC)c1	-0.2	-0.2	9.7	0.2	15.7	-12.1	12.8	-14.7	1.1
O=Cc1c(NCc2ccccc2Cl)c2ccccc2[nH]c1=O	1.6	-0.5	-1.6	3.4	12.3	-2.1	-3.3	-33.1*	-1.2
O=C(c1ccccc1)N1CCN(Cc2ccccc2)CC1	3.4	0.8	-0.3	0.1	20.5	-11.3	-7.2	-53.5*	-5.0
COc1cccc(NC(=O)c2oc3ccccc3c2NC(C)=O)c1	1.0	-0.5	-1.2	3.6	10.1	-21.5	-4.7	-12.0	-7.8
COc1ccc(NC(=O)CSc2nnc(CNC(=O)COc3ccc(Cl)cc3)o2)c(OC)c1	-1.1	-0.7	-2.6	2.4	2.3	-3.5	9.2	20.5	-7.2
Cc1ccc(-c2nn3c(C)nnc3s2)cc1NC(=O)c1cccnc1	0.5	0.6	-0.4	0.9	-5.1	-0.6	-1.3	-7.6	-6.2
CCOC(=O)CSc1nnc2c3ccccc3n(C)c2n1	0.1	-0.8	4.5	1.0	20.5	7.8	-12.2	-1.2	0.7
Cc1cccc(NC(=O)CN(C)C(C)C(=O)Nc2ccc(S(=O)(=O)N3CCCC3)cc2)c1C (configuration not stated)	-0.7	0.2	-0.5	3.0	4.4	7.4	-15.1	2.6	-2.9
Cc1ccc(-n2c(=O)c3c(c4cc(C)ccc4n3C)n(CC(=O)NCc3ccccc3Cl)c2=O)cc1	-0.1	0.1	4.5	0.8	nt	14.1	nt	-6.5	-1.4
Cc1ccc(S(=O)(=O)N2CCN(CC(O)COc3ccccc3)CC2)cc1 (configuration not stated)	-0.7	-0.4	-2.4	1.9	25.4	-8.5	-9.0	-5.8	-6.0
CC(C)CN(C(=O)COC(=O)CSc1ccccc1F)c1c(N)n(Cc2ccccc2)c(=O)[nH]c1=O	-0.2	-0.2	0.8	0.1	-6.8	-6.7	4.8	-5.8	-0.2
CCOC(=O)CSc1nc2cc3c(cc2c(=O)n1CCCC(=O)NCc1ccc2c(c1)OCO2)OCO3	0.2	-0.7	-3.3	3.4	nt	2.8	-14.2	-20.3	-4.5
CCC1CCCCN1CCCNC(=O)C1CCN(c2nnc(-n3cccc3)s2)CC1 (configuration not stated)	-0.1	0.1	1.1	3.8	20.5	-7.2	4.1	11.7	-0.9
NC(=O)c1ccsc1NC(=O)CCS(=O)(=O)c1ccc(Cl)cc1	12.8	-0.4	0.2	9.8	2.2	-5.6	-10.0	-14.0	-5.6
COc1ccccc1N1CCN(C(=O)CN(c2ccccc2OC)S(=O)(=O)c2ccccc2)CC1	-0.4	-1.7	-1.9	0.8	10.4	7.4	-3.8	-22.2	1.3
Cc1ccc(-c2nnc(Nc3ccc(F)cc3)c3ccccc23)cc1S(=O)(=O)NC(C)C	1.1	-0.4	6.7	-1.2	nt	11.2	-0.4	-33.7*	-3.1
CCC1CCCCN1C(=O)c1c(-c2ccccc2)noc1C (configuration not stated)	-0.6	-0.8	0.9	-1.3	19.5	9.6	-2.7	0.6	-1.1
O=C(CCCn1c(SCc2cccc([N+](=O)[O-])c2)nc2ccccc2c1=O)NCC1CCCO1 (configuration not stated)	0.3	0.0	-4.1	1.7	-2.2	nt	6.8	4.4	4.8
Cc1ccc(Cl)cc1NC(=O)c1ccc(NC(=O)N2CCSc3ncccc32)cc1	-0.3	-0.3	2.6	0.3	nt	-7.2	-5.9	-15.9	-3.6
CN(C)/C=N/c1cnc(C(=O)c2ccc(Cl)cc2)n1C	-0.6	-1.2	1.1	2.1	12.9	-26.6	-1.4	-3.2	8.8
Cc1cc(C)c(S(=O)(=O)NC2CC(C)(C)NC(C)(C)C2)cc1Br	1.3	9.2	-2.9	7.4	9.1	11.8	-7.9	4.2	-10.1
O=C(Nc1ccc(S(=O)(=O)NCC2CCCO2)cc1)C1CC(=O)N(c2ccccc2)C1 (configuration not stated)	0.2	-0.2	-5.0	2.0	-31.6	7.2	-1.6	-3.8	0.2
N#C/C(=C(/O)c1ccco1)c1nc2ccccc2[nH]1	0.0	-0.2	5.7	0.4	-0.5	-3.2	10.0	13.8	1.2
CC(C)CC(NC(=O)C(NC(=O)OC(C)(C)C)C(C)C)C(N)=O (configuration not stated)	0.3	0.3	-2.8	4.8	12.9	-1.2	-21.6	-18.4	0.3
O=c1[nH]n2c(=O)c3c([nH]c2c1N=Nc1cccc(Cl)c1)CCC3	-0.8	-0.6	3.7	-0.1	2.1	4.4	-22.0	3.0	-6.0
Cc1ccc(NC(=O)CN2C(=O)CSc3ccc(S(=O)(=O)N(C)C)cc32)cc1C	0.5	0.9	-1.1	2.9	nt	5.9	nt	-4.0	3.2
CCOC(=O)N1CCN(C(=O)CCCOc2ccccc2)CC1	0.2	-0.2	1.2	0.1	-2.7	4.4	12.2	15.6	1.7
C=Cc1ccc(Cn2nc(-c3ccccc3)ccc2=O)cc1	nt	0.5	-5.6	13.0	nt	5.7	-22.9	-12.3	-6.7
CN(C)S(=O)(=O)c1cccc(NC(=O)COC(=O)c2cc(-c3cccc(Br)c3)nc3ccccc23)c1	-0.3	-0.3	0.3	5.9	0.4	-8.3	-0.2	-16.2	-1.1
c1ccc([C@H]2CN3CCSC3=N2)cc1	-0.5	0.1	17.3	-1.9	-7.4	-6.0	47.3	7.6	-0.5

Taken from above.
`CCC1CCCCN1CCCNC(=O)C1CCN(c2nnc(-n3cccc3)s2)CC1` (configuration not stated) in D2 antagonist = 20.5
`Cc1ccc(Cl)cc1NC(=O)c1ccc(NC(=O)N2CCSc3ncccc32)cc1` in D1 PAM = -3.6
`O=C(c1ccccc1)N1CCN(Cc2ccccc2)CC1` in D2 antagonist = 20.5

Compound activity from PubChem BioAssay.
